From PubChem BioAssay
NPYLR7 agonist: activates Aedes aegypti NPYLR7 receptor; HEK293T NPYLR7/Galpha15, GCaMP6s calcium fluorescence; hit rate 0.15% among 270,000; activation, % at 10 µM; in the data active means activation above about 40%;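 further: 0% = vehicle and 100% = reference agonist at the receptor; some compounds past the cut are filed as inactive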
mcGAS lum: blocks mouse cGAS activity | hit rate 0.15% among 160,000 | Q8C6L5 | recombinant cGAS, Kinase-Glo ATP depletion luminescence | inhibition, % at 12.5 µM;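 further: 0% = negative control wells and 100% = reference inhibitor with no enzyme activity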
hcGAS lum: blocks human cGAS activity; recombinant h-cGAS, ATP depletion, Kinase-Glo luminescence; inhibition, % at 12.5 µM; AID 1259398; hit rate 0.081% among 290,000;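 further: 0% = vehicle reaction and 100% = reaction without DNA for no activity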
Target sequence (Q8N884 whole entry, looked up): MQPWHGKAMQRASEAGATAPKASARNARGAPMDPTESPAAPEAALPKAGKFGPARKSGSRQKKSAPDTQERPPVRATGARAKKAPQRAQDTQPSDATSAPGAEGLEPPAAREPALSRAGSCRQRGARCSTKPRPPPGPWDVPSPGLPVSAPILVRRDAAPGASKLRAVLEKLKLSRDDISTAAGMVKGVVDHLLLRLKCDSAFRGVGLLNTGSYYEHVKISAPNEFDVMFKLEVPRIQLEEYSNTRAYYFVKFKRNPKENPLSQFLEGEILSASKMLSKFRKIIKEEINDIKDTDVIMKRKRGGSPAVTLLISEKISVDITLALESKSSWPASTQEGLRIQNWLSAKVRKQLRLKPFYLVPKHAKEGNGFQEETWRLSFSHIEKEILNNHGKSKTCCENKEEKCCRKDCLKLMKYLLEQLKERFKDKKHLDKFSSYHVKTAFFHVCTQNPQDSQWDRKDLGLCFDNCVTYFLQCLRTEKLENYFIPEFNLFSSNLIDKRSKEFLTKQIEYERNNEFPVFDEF
The depositor's hits bear a star; . = no result given; & = joins results of further samples. Unless noted, no stated cut-off is given here; in the data, active means inhibition above about 40%; inactive means the rest.

The first four entries, to show the layout:
SMILES | NPYLR7 agonist | mcGAS lum | hcGAS lum
Cn1c(CCC(=O)N2CCCC3(CNC(=O)O3)C2)nc2cccnc21 (stereo unspecified) | 9 | -13 | -2
Cc1ccccc1Cc1nn[nH]n1 | -3 | . | 3
CCN(CC1CCOC1)CC(O)c1cc(C)ccc1C (stereo unspecified) | 11 | . | -9
Cc1cccc(C2SC(C)C(=O)N2CCO)c1 (stereo unspecified) | -1 | 2 | 1

Main list, from the start:
SMILES | NPYLR7 agonist | mcGAS lum | hcGAS lum
Cn1c(CCC(=O)N2CCCC3(CNC(=O)O3)C2)nc2cccnc21 (stereo unspecified) | 9 | -13 | -2
Cc1ccccc1Cc1nn[nH]n1 | -3 | . | 3
CCN(CC1CCOC1)CC(O)c1cc(C)ccc1C (stereo unspecified) | 11 | . | -9
Cc1cccc(C2SC(C)C(=O)N2CCO)c1 (stereo unspecified) | -1 | 2 | 1
CCn1cnnc1CN(C)C(=O)CC1C(=O)NCCN1C1Cc2ccccc2C1 (stereo unspecified) | 3 | -16 | -3
Cc1nc(C)n(CCCn2cc(-c3ccnc4ccccc34)nn2)n1 | 6 | . | -7
COc1ccc(CCN(C)c2cc(Cl)nc(SCC(=O)N3CCN(C/C=C/c4ccccc4)CC3)n2)cc1OC | 16 | -3 | 2
COc1ccccc1CN1C(=O)O[C@@H]2CN(C(=O)C(=O)c3ccco3)C[C@@H]21 | 5 | . | -1
COc1ccc(OC2CCN(C(C)=O)CC2)c(C(=O)NC(C)c2cn(C)nc2C)c1 (stereo unspecified) | 6 | . | -7
O=C(CCc1nnc(Cc2ccc3c(c2)OCO3)o1)NC1Cc2ccccc2C1 | 16 | . | -10
CC(C)N1C(=O)N(C)C2(CCN(Cc3ccc4c(c3)Cc3ccccc3-4)CC2)C1=O | 17 | -12 | -4
Cc1cccc(C(C2Sc3nc(C)nn3C2=O)N2CCC3(CC2)OCCO3)c1 (stereo unspecified) | 2 | -7 | -5
Cc1ccc(C2=NN(C(=O)CN3CCC4(CC3)OCCO4)C(c3ccccc3)C2)cc1 (stereo unspecified) | 6 | -4 | -4
COC(=O)Cn1c(=NC(=O)c2ccc(C(C)=O)cc2)sc2c(C)cc(C)cc21 | 4 | -8 | -7
Cc1ccc(S(=O)(=O)NCCn2ncccc2=O)c(C)c1 | 2 | . | -4

Next part, overlapping the part above by 5 compounds.
SMILES | NPYLR7 agonist | mcGAS lum | hcGAS lum
CC(C)N1C(=O)N(C)C2(CCN(Cc3ccc4c(c3)Cc3ccccc3-4)CC2)C1=O | 17 | -12 | -4
Cc1cccc(C(C2Sc3nc(C)nn3C2=O)N2CCC3(CC2)OCCO3)c1 (stereo unspecified) | 2 | -7 | -5
Cc1ccc(C2=NN(C(=O)CN3CCC4(CC3)OCCO4)C(c3ccccc3)C2)cc1 (stereo unspecified) | 6 | -4 | -4
COC(=O)Cn1c(=NC(=O)c2ccc(C(C)=O)cc2)sc2c(C)cc(C)cc21 | 4 | -8 | -7
Cc1ccc(S(=O)(=O)NCCn2ncccc2=O)c(C)c1 | 2 | . | -4
COc1ccccc1-c1c(C)nn2c(N3CCOCC3)cc(C)nc12 | 1 | -7 | -7
CC(=O)c1[nH]c2ccc([N+](=O)[O-])cc2c1CCN1C(=O)c2ccccc2C1=O | 5 | -4 | -2
CCCn1nc(C(=O)Nc2ccc(C)c(C)c2)ccc1=O | 1 | . | -14
COc1cc(NCC(c2cccnc2)N2CCOCC2)ncn1 (stereo unspecified) | -10 | -9 | -1
CC(Sc1nnc(Nc2ccccc2Cl)s1)C(=O)NC1CC1 (stereo unspecified) | 11 | . | -2
Cc1cccc(-n2nc(C(C)(C)C)cc2NC(=O)CN(C(=O)c2ccc(Cl)cc2)C(C)C)c1C | -4 | 0 | -2
Cc1ccc(-n2c(CNS(=O)(=O)c3c(C)cc(C)cc3C)nnc2SCc2ccc(F)cc2)cc1 | 14 | -4 | -4
COCCN(CC1CCN(Cc2ccccc2F)CC1)C(=O)c1ccco1 | 9 | . | -10
COc1cc(/C=C2\C(=N)N3N=CSC3=NC2=O)cc(Br)c1OC(=O)c1ccco1 | 49* | . | 6
Cc1cc(OCc2nc(C(=O)NCc3ccncc3)cs2)ccc1Cl | -16 | 2 | 3
O=C(NCc1nc2ccccc2n1CC1(O)CCCCC1)c1ccccc1 | -2 | . | -6
Cc1ccc(N=Cc2nc(-c3cccc4ccccc34)oc2O)cc1Cl | -2 | . | -4
CNC(=O)NC(=O)CSc1nc(N)c2c3c(sc2n1)CCCCC3 | 21 | . | -14
CC(C)N(Cc1cc(-c2ccccc2)n[nH]1)C(=O)C1CC2(CCNCC2)CN1 (stereo unspecified) | 3 | -10 | -3
CCOC(=O)c1c(C)nn(-c2ccc(C(=O)N3CCC(O)(c4ccc(Cl)cc4)CC3)cc2)c1C | -6 | -5 | -8
Cc1ccccc1-c1noc(CN2CCCC2c2nc(-c3ccccn3)no2)n1 (stereo unspecified) | 3 | . | -3
COc1ccc(NC(C)=O)cc1NC(=O)CN1CCSc2ccccc21 | 13 | . | -8
O=C(NN=Cc1ccc(O)cc1)c1cc(-c2ccc(Cl)cc2Cl)n[nH]1 | -5 | 2 | 1
CCCc1cc(N2CCCC(CN3CCCC3=O)C2)nc(C)n1 (stereo unspecified) | 10 | . | -4
COc1ccc(C(=O)Nc2c(-c3cccc(F)c3)cn(C)c2C(=O)OC(C)C)cc1OC | -1 | -4 | -2
COc1ccc(CCN(Cc2ccc(C)s2)C(=O)CN(C2CC2)S(=O)(=O)c2c(C)cc(C)cc2C)cc1OC | -2 | -4 | -6
Cc1cc(C)cc(N2CC(c3nc4ccccc4n3C)CC2=O)c1 (stereo unspecified) | 1 | -3 | -9
CNC(=O)CSc1nc(-c2ccccc2)c(NC(=O)c2cc(OC)cc(OC)c2)s1 | -1 | -6 | 0
C=CCn1c(SCC(=O)Nc2cccc(NC(C)=O)c2)nc2ccccc2c1=O | 1 | . | -11
CN1CCN(CCNC(=O)c2cn[nH]c2C2CCNCC2)CC1 | . | 2 | 11
COc1ccc(-c2nc3ccc(C)cn3c2NC(=O)C2CCCCC2)cc1 | 0 | -7 | -4
CCOc1ccc(-n2c(C)c(C)n3c4c(=O)[nH]c(=O)n(C)c4nc23)cc1 | 5 | . | -5
COCCN(CC(=O)N(Cc1ccc(F)cc1)Cc1cccs1)C(=O)Nc1ccc(Br)cc1 | . | -5 | -8
COc1ccc(CN(CCc2c[nH]c3ccccc23)C(=O)CN(CC(C)C)C(=O)/C=C/c2ccccc2)cc1OC | 0 | -4 | -5
CCCN(CC(=O)N(Cc1ccccc1)Cc1sccc1C)S(=O)(=O)c1ccc(Cl)cc1 | 14 | -4 | -5
CSc1ccc(CN(C(=O)c2cc(C)[nH]c(=O)c2)C2CC2)cc1 | 0 | . | -2
CC(CNS(C)(=O)=O)OC(=O)C1CC2CCC1C2 (stereo unspecified) | 9 | . | -11
CSc1nc2c(c(=O)n1-c1ccccc1)SCC2 | -3 | . | -2
CC(=O)Oc1cccc(C(=O)N2CCC(c3nc(-c4ccccc4F)no3)CC2)c1C | -2 | -7 | -6
C=CCN(Cc1cccs1)C(=O)Cn1cnc2c(Cl)cc(Cl)cc2c1=O | 2 | 11 | 3
COc1ccc(CCN2CC(NC(=O)c3cc[n+]([O-])cc3)CC2=O)cc1 (stereo unspecified) | 33 | . | -8
CC(C)Oc1ccc(C#N)cc1NC(=O)NC(C)C(=O)NC(C)(C)C (stereo unspecified) | 3 | . | -11
O=C(Nc1c(F)cc(Br)cc1Br)N[C@@H](Cc1ccccc1)C(=O)N1CCC(C(=O)N2CCOCC2)CC1 | 26 | -7 | -7
CN=c1scc(-c2ccc(C)cc2)n1N=Cc1ccc(Br)cc1 | 7 | -6 | -6
COC(=O)c1c(SC)nn(-c2cc(Nc3ccccc3)ncn2)c1N | -1 | . | 4
CCC1CCc2c(sc3ncnc(N4CCC(C)CC4)c23)C1 (stereo unspecified) | 0 | -8 | -8
CCOC(=O)N1CCN(c2nc(Nc3ccc(C)c(Cl)c3)c3nccnc3n2)CC1 | 5 | . | 4
Cc1ccc2nc(/C(Cl)=C/c3cccc(OCc4cccc(C#N)c4)c3)cc(=O)n2c1 | 15 | . | -3
O=C1C[C@H]2CC[C@@H](CN1)N2C(=O)Cc1ccsc1 | 3 | . | -5
O=C(C[n+]1ccc2ccccc2c1)c1ccc2c(c1)OCCO2 | -3 | . | -8

One compound at a time (already shown):
CCOC(=O)N1CCN(c2nc(Nc3ccc(C)c(Cl)c3)c3nccnc3n2)CC1 reads NPYLR7 agonist = 5; mcGAS lum = .; hcGAS lum = 4
CN=c1scc(-c2ccc(C)cc2)n1N=Cc1ccc(Br)cc1 reads NPYLR7 agonist = 7; mcGAS lum = -6; hcGAS lum = -6

Going on with the list.
SMILES | NPYLR7 agonist | mcGAS lum | hcGAS lum
FC(F)(F)c1cc(Cl)c2nnc(SCCN3CCSCC3)n2c1 | 3 | . | -1
C#CCn1c(=NC(=O)c2ccnn2C)sc2cc(F)cc(F)c21 | . | -5 | -1
CC(=O)NC1C(=O)n2c(nc3ccccc32)C(C(C)=O)C1c1ccccc1 (stereo unspecified) | 6 | . | -4
CN(CCCc1cnn(C)c1)C(=O)c1cn[nH]n1 | 4 | -12 | -3
CCOC(=O)C1C(=O)C=C(c2ccc(OC)cc2)CC1c1cccc(Cl)c1 (stereo unspecified) | 7 | -7 | -8
CCOC(=O)CNc1c(-c2ccc(C(C)(C)C)cc2)nc2ccccn12 | 2&-4 | -10&-9 | -10&-13
O=S(=O)(c1ccc(F)cc1)N1CCOCC1 | 0&0 | -5 | -16&-10
COc1ccccc1CN1C(=O)C(C)(C)ON=C1c1ccco1 | 9 | . | -7
Cc1nonc1CC(=O)N1CCCC(CNC(=O)C2(c3ccc(Cl)cc3)CC2)C1 (stereo unspecified) | 18 | . | -8
O=C(NCCC1CC2CCC1C2)C(=O)Nc1ccc(N2CCOC2=O)cc1 (stereo unspecified) | 8 | . | -9
O=C(Nc1ccccc1F)NC1CCN(Cc2ccccc2)CC1 | -23 | . | 3
COc1ccc2c(C)ccnc2c1 | 0 | . | -6
Cc1nc(C(C)C)sc1C(=O)NCCc1nnc2n1CCNCC2 | 10 | -15 | -5
Cc1cccc(CN(CC(O)Cc2ccccc2)C(C)C)c1 (stereo unspecified) | -1 | -8 | -7
O=C(c1cccs1)N1CCN(c2nccc(-c3ccc4c(c3)OCO4)n2)CC1 | 4 | -5 | -5

3 entries out of the list, ordered by SMILES length, rising.
SMILES | NPYLR7 agonist | mcGAS lum | hcGAS lum
O=S(=O)(c1ccc(F)cc1)N1CCOCC1 | 0&0 | -5 | -16&-10
C#CCn1c(=NC(=O)c2ccnn2C)sc2cc(F)cc(F)c21 | . | -5 | -1
Cc1nonc1CC(=O)N1CCCC(CNC(=O)C2(c3ccc(Cl)cc3)CC2)C1 (stereo unspecified) | 18 | . | -8

Next section
SMILES | NPYLR7 agonist | mcGAS lum | hcGAS lum
CC1(C)CC(=O)C2C(=Nc3[nH]c(=S)[nH]c(=O)c3C2c2ccc3c(c2)OCO3)C1 (stereo unspecified) | 43* | -4 | -6
FC(F)(F)CCc1nc(-c2ccccn2)no1 | 8 | . | -7
COCCN1CCN(C(=O)CCc2nnc(CCc3ccc(OC)cc3)o2)CC1 | 0 | . | -2
COCCc1noc(C2(c3ccccc3)CCN(C(C)=O)CC2)n1 | 7 | . | -8
CN1CC2(CCCN(CCCn3cccc3)CC2)OC1=O (stereo unspecified) | 11 | . | -4
Cn1cc(C2CCN(C(=O)C(C)(C)Oc3ccc(Cl)cc3)CC2)c2ccccc21 | 33 | -7 | -4
Cc1cccc(C2c3[nH]c4ccccc4c3CCN2Cc2cccnc2)c1 (stereo unspecified) | -3 | -13 | 3
OCCC1(CNc2nc3ccccc3cc2CO)CCOCC1 | -2 | -10 | -3
CCn1cnnc1C(C)NC(=O)c1nc(-c2ccccc2)cs1 (stereo unspecified) | -4 | . | 17
CC(Cc1ccsc1)Nc1cnn(C)c(=O)c1Br (stereo unspecified) | 5 | . | -16
CN(C/C=C/c1ccco1)CC1(CO)CCCC1 | . | -6 | -2
Cc1ccc(NC(=O)c2sc(=O)n(Cc3ccc(C(=O)N(C)C)cc3)c2C)cc1 | -9 | . | 3
COC(=O)C1=CN(C(C)c2ccccc2)C=C(C(=O)OC)C1c1cc(OC)c(OC)c(OC)c1 (stereo unspecified) | -2 | . | 5
CCCn1ncc(CN2CCCC(N3CCN(c4ccc(OC)cc4)CC3)C2)c1C (stereo unspecified) | 6 | -11 | -6
CCC(C(=O)NCc1ccco1)n1c(=O)n(-c2ccccc2Cl)c(=O)c2ccc(Cl)cc21 (stereo unspecified) | 30 | -9 | -1
Cc1ccc(NC(=O)CSc2nc(=O)n(Cc3ccccn3)c3c2CCC3)c(C)c1 | -2 | -10 | -8
C=CCNc1nc(C2(C)CC3(CC(C)OC3=O)C(=O)O2)cs1 (stereo unspecified) | 0 | . | 2
COc1ccc(OC)c(C2CCCN2CC(=O)NCc2ccccc2F)c1 (stereo unspecified) | 1 | -1 | 2
CCOC(=O)C1=C(C)N=c2s/c(=C\c3ccc(Cl)cc3)c(=O)n2C1c1ccc(N(C)C)cc1 (stereo unspecified) | -1 | -5 | -4
Cc1cc(S(=O)(=O)Nc2c(C)nn(C(C)C)c2C)ccc1F | 9 | . | -5
CCOC(=O)c1nn(-c2ccccc2Cl)c(=O)cc1OCC | 9 | . | -4
